From PubChem BioAssay
S3 lipid droplet = qHTS Assay for Lipid Storage Modulators in Drosophila S3 Cells; Drosophila S3 cells, BODIPY lipid droplet fluorescence, 18-24 h; cells fed with added oleic acid; lipid storage change, negative = inhibition, % at the top dose, mostly 46.1 µM; hits show Potency in µM; 320,000 compounds, 0.64% hits; AID 2685, 2010; active means well fitted inhibition curve with a large enough effect in the signal ratio, with a control signal flat, not every such curve was filed as active; inconclusive means small, poorly fitted or top-dose-only effect, or effect the other way, or a change in a side signal; the % refers to the signal ratio
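Drosophila S3 cells got compounds at several concentrations plus oleic acid (400 uM solution). Laser-scanning cytometry with 488 nm excitation read lipid droplets at 500-530 nm and cells at 575-640 nm. Percent activity was relative to 20 uM Triacsin C.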
S3 lipid droplet cell count max = recorded beside S3 lipid droplet, whose call it bears; cell number change, %; measured here: cell count max response;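 cells counted by Cell Tracker Red CMTPX staining in the red channel; peak over a dose series mostly up to 46.1 µM; percent activity relative to internal control wells on each plate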
The depositor's hits bear a star; i = inactive; u = inconclusive; x = not tested or not shown; [ ] = remark or other dose. On the % scale 0 is the no-effect control and ±100 the full control effect; potency means the concentration at half of the fitted maximal effect. A portion of the library. The share of hits here may be higher or lower than overall.

Each structure is followed by: S3 lipid droplet cell count max, S3 lipid droplet
> CCOc1ccc(CCNS(=O)(=O)c2ccc3c(c2)N(C(C)=O)CCO3)cc1OCC
    x, u
> CN(C)/C=N/c1c(C#N)cnn1C
    13, 0%
> COCCNC(=O)c1ccc2c(c1)NC(=O)CS2
    0, 1%
> COc1ccc(-c2cc(C(=O)NCCCN3CCOCC3)on2)cc1OC
    x, u
> CNC(=O)CSc1nnc(-c2cnccn2)n1C
    -3, -18%
> Cc1ccc(-n2c(SCCN)nnc2-c2cccc(C)c2)cc1
    11, 4%
> CN(Cc1cc([N+](=O)[O-])c2cccnc2c1O)C1CCCCC1
    1, 11%
> Oc1ccc(N=Nc2ccccc2-c2nn[nH]n2)c(O)c1
    14, 2%
> Cc1ccc(C(=O)C(C)OC(=O)Cn2cnc3c2c(=O)n(C)c(=O)n3C)cc1 (stereo not given)
    -3, 6%
> CCOC(=O)c1ccc(/C=N/O)[n+](Cc2ccccc2)c1
    x, u
> Cc1cc(C)nc(NC2=NCC(=O)N2c2ccccc2Br)n1
    -3, 5%
> CCOc1ccccc1CN1C(=O)c2ccccc2C1C(=O)NC(C)CC (stereo not given)
    x, u
> c1cc2nc(C34CC5CC(CC(C5)C3)C4)[nH]c2cn1
    14, 6%
> Cn1c(SCC(=O)Nc2ccc3cn[nH]c3c2)nnc1-c1cccs1
    x, u
> CCN1CCN(c2ccc(S(=O)(=O)N3CCCCC3)cc2NC(=O)c2cc3ccccc3o2)CC1
    x, u
> N/C(COc1cccc(Cl)c1)=N\O
    17, -12%
> COc1cc(OC)cc(C(=O)N2CC(=O)Nc3ccccc32)c1
    1, 19%
> Cc1ccn2cc(C(=O)Nc3cccc(C(=O)NC4CC4)c3)nc2c1
    x, u
> Cc1cccc(NS(=O)(=O)c2ccc3nc(-c4ccccc4)[nH]c3c2)c1C
    x, u
> O=C(CSc1ccccn1)Nc1ccc2c(c1)CCC2
    x, u
> COC(=O)C1=C(C)NC(=S)NC1c1ccc(OCC(=O)N2CC(C)OC(C)C2)c(OC)c1 (stereo not given)
    x, u
> CCOc1ccc2nc(COC(=O)c3ccco3)c(C(C)=O)[n+]([O-])c2c1
    x, 23%
> Cc1cccc(C(=O)OCC(=O)Nc2ccccc2C(=O)NC2CC2)c1
    x, u
> CCn1c(C)c(C(C)=O)cc(C#N)c1=O
    x, u
> O=C(NCc1ccccc1CN1CCCC1)c1cccc(S(=O)(=O)N2CCOCC2)c1
    x, u
> Oc1cnn(-c2ccccc2)c1
    x, i
> CC1(C)c2ccccc2N2CC(=O)NC21/C=C/c1ccco1 (stereo not given)
    x, u
> O=c1cc(CN2CCN(c3ccccn3)CC2)nc2sccn12
    2, -1%
> O=C(O)CNC(=S)N(Cc1cccs1)C1CCCCC1
    4, 2%
> O=C(N/N=C/c1ccccc1OC(F)F)C1=COCCO1
    x, 16%
> COc1ccccc1P(=O)(Cc1ccccc1[N+](=O)[O-])c1ccccc1 (stereo not given)
    11, i
> COCCCNC(=O)c1cc(-c2cccnc2)nc2ccccc12
    x, u
> S=C(NCc1ccccc1)NCc1ccco1
    x, u
> S=C1NC2=C(CCCC2=C2SCCS2)C(c2ccccc2)N1 (stereo not given)
    -23, 12%
> COc1cccc(C2c3c(-c4cc(Cl)c(C)cc4O)n[nH]c3C(=O)N2Cc2cccnc2)c1 (stereo not given)
    x, u
> CCOc1ccc(NC(=O)C(C)NC(=O)c2ccccc2Cl)cc1S(=O)(=O)N1CCCC1 (stereo not given)
    x, u
> Cc1cc(NC(=O)CCl)n(-c2nc3ccccc3s2)n1
    x, u
> CCC(CC)c1nnc(NC(=O)Cc2ccccc2[N+](=O)[O-])s1
    17, 7%[9.22 µM]
> COc1c(O)ccc(C2NC(=O)NC(C)=C2C(=O)Nc2ccccc2C)c1[N+](=O)[O-] (stereo not given)
    3, 7%
> COc1ccc(CCNC(=O)COC(=O)c2ccc(Br)o2)cc1OC
    x, u
> CC1(C)Cc2c(sc(NC(=O)Cc3ccccc3)c2C#N)CO1
    x, u
> COC(=O)/C=C/c1ccccc1S(=O)(=O)N(Cc1ccccc1)Cc1ccco1
    1, 0%
> CC1CCN(C(NC(=O)c2ccco2)C(=O)c2ccccc2)CC1 (stereo not given)
    x, u
> O=C(NC(=S)Nc1ccc(C(F)(F)F)cc1)c1csnn1
    x, u
> CCN1CCCC1CNC(=O)CSc1cc(=O)n(CC)c2ccccc12 (stereo not given)
    x, u
> CC1CCN(Cc2nnnn2CCCC(=O)NCC(C)(C)N2CCOCC2)CC1
    -2, i
> CCOc1ccc(S(=O)(=O)/N=C(/Nc2ccc(OC)cc2)c2ccccc2)cc1
    x, u
> C=CCc1cccc(/C=N/n2cnnc2)c1O
    x, u
> COc1ccc(C(=O)C2CCCN(Cc3ccc(NC(C)=O)cc3)C2)cc1OC (stereo not given)
    14, 2%
> CCOC(=O)c1oc2cc(O)ccc2c(=O)c1-c1ccccc1OC
    x, u
> O=C(Nn1cnnc1)c1cc(Br)ccc1Cl
    16, -3%
> CCCOc1ccc(C(=O)O/N=C(\CC)c2ccc(C)cc2)cc1
    8, 18%
> CCc1ccc(NC(=S)NC2CC3CCCC(C2)N3Cc2ccccc2)cc1 (stereo not given)
    -8, -10%
> CCCCC(NC(C)=O)c1nc2ccccc2n1CCCC (stereo not given)
    x, i
> CS(=O)(=O)N1CCN(c2ccc([N+](=O)[O-])c3cccnc23)CC1
    x, u
> CC(=O)COc1ccc2c3c(c(=O)oc2c1C)CCCCC3
    x, u
> COCCn1ccc(O)c(Cc2ccc(Cl)cc2)c1=O
    x, u
> COc1cccc(NC(=O)c2nnn(CC(=O)Nc3cc(C)cc(C)c3)c2N)c1
    x, u
> O=C(Nc1ccc(Cl)cc1C(=O)Nc1ccncc1)c1ccco1
    x, u
> CC(OC(=O)CC1CCCCC1)C(=O)Nc1ccc(S(N)(=O)=O)cc1 (stereo not given)
    x, u

Another view of part of the listing above:
SMILES: Cc1ccc(-n2c(SCCN)nnc2-c2cccc(C)c2)cc1
  S3 lipid droplet cell count max: 11 | S3 lipid droplet: 4%

SMILES: CN(Cc1cc([N+](=O)[O-])c2cccnc2c1O)C1CCCCC1
  S3 lipid droplet cell count max: 1 | S3 lipid droplet: 11%

The results go on:
Each structure is followed by: S3 lipid droplet cell count max, S3 lipid droplet
> CCN(CC(=O)NCc1ccc(F)cc1)C(=O)COc1ccc2ccccc2c1
    7, -22%
> COc1ccc(NC(=O)c2cc3ccccc3cc2O)cc1
    x, u
> CC1CCCC(C)N1C(=O)Cn1cc(C#N)c2ccccc21 (stereo not given)
    10, 19%
> CCCC1NC(=S)NC(C)=C1C(C)=O (stereo not given)
    -2, -1%
> OCCN(CCO)Cc1ccc(Br)cc1
    x, u
> Nc1nc2ccc(-c3nc4ccccc4o3)cc2s1
    4, 1%
> N#Cc1ccccc1OCC(=O)N(C1CCCCC1)C1CCS(=O)(=O)C1 (stereo not given)
    -19, i[0.0737 µM]
> CCN(CC)CCN(CC(=O)N(C1CCCCC1)C1CCCCC1)C(=O)c1ccco1
    25, 2%
> COc1ccc(CCNS(=O)(=O)c2ccc(F)cc2)cc1OC
    x, u
> Cc1ccc(NC(=O)NCCCN2CCCC2=O)cc1Cl
    x, u
> COC(=O)c1cc(OC)c(OC)cc1NC(=S)N1CCN(C)CC1
    -11, 23%
> CC1CC(C)CN(Cc2nc(N)nc(Nc3ccc4ccccc4c3)n2)C1 (stereo not given)
    x, u
> COc1ccc(NC(=O)C2CCCN(S(=O)(=O)c3cccnc3)C2)cc1 (stereo not given)
    x, u
> O=C(CSc1cccc[n+]1[O-])Nc1cccc(Oc2ccccc2)c1
    x, i
> CC1(c2ccccc2)ON(c2ccccc2C(F)(F)F)C1=O (stereo not given)
    x, u
> COc1ccc(OC)c(CNC(=O)CCn2c(=O)c3cccn3c3ccc(F)cc32)c1
    x, u
> O=C(NCCc1ccccc1Cl)c1ccc2nc3ccccc3c(=O)n2c1
    x, u
> CC(C)(C)OC(=O)N[C@H](/C=C/c1ccccc1)C(=O)OC(C)(C)C
    x, u
> COC(=O)NNC(=O)Cc1cccc2ccccc12
    -8, -12%
> CC1CCCN(C(=O)C2CCN(S(=O)(=O)c3cccc4nonc34)CC2)C1 (stereo not given)
    x, u
> Cc1ccc(Cl)cc1-c1ccc(/C=N/n2cnnc2)o1
    27, 20%
> CC(C)Cc1nc(NCCN2CCOCC2)c(C#N)c2c1COC(C)(C)C2
    -5, -10%
> O=C(CNc1cccc(C(F)(F)F)c1)N/N=C/c1ccccc1C(=O)O
    21, 7%
> O=C(O)Cn1c2ccccc2c2ccccc21
    24, 2%
> CC(=O)Nc1cccc(NC(=O)C(=O)Nc2ccc3c(c2)N(C(=O)C2CC2)CCC3)c1
    x, u
> COC(=O)c1ccc(C2/C(=C(/O)c3ccc(OC)cc3)C(=O)C(=O)N2Cc2ccco2)cc1 (stereo not given)
    -13, i
> CC(NC(=S)NC1CCCCC1)C(c1ccccc1)N1CCOCC1 (stereo not given)
    x, u
> COc1ccc(/C=C/C(=O)N2CCN(C)CC2)cc1OC
    -7, -5%
> CCOc1ccc(C2NC(=O)C(C#N)=C(S)N2c2ccc(OC)cc2)cc1OC (stereo not given)
    0, 0%
> O=C(Nc1ccn(Cc2c(F)c(F)c(F)c(F)c2F)n1)c1cccc(Cn2cc([N+](=O)[O-])cn2)c1
    x, u
> COC(=O)C1C(=O)c2c([nH]c(C(=O)OC3CCCCC3)c2C)CC1C (stereo not given)
    x, u
> CCCCOC(=O)Nc1ccccc1C(=O)N1CCCC1
    16, 13%
> COc1ccc(-c2nnc(NC(=O)CS(=O)(=O)c3ccc(F)cc3)o2)cc1
    -7, 29%
> CC1(C)CC(=O)c2cn3ncnc3nc2C1
    2, 0%
> O=C1CCCc2c1cc(C(=O)Nc1ccc(Br)cn1)c(=O)n2-c1ccccc1
    x, u
> O=C(CNC1CCCCC1)NN=C(c1ccccc1)c1ccccc1
    -29, 16%
> CCOc1ccc(C2CC(=O)n3nc(C45CC6CC(CC(C6)C4)C5)nc3S2)cc1OC (stereo not given)
    x, u
> Cc1ccc(S(=O)(=O)c2cc3c(=O)n4ccccc4nc3n(Cc3ccco3)c2=N)cc1C
    x, -23%
> CCCCNS(=O)(=O)c1ccc2nc(SCC(=O)Nc3cccc(F)c3)[nH]c2c1
    x, u
> COc1ccc2[nH]cc(CCNC(=O)CCC3CCCCC3)c2c1
    -12*, 16µM*
> O=C(N/N=C/c1ccc2c(c1)OCO2)c1ccc(NS(=O)(=O)c2cccs2)cc1
    x, u
> CN(C)c1ccc(/C=C(/C(=O)c2ccc(Cl)cc2Cl)n2cncn2)cc1
    x, u
> COc1ccc(NC(=O)CS(=O)CC(=O)N2CCN(C3CCCC3)CC2)cc1 (stereo not given)
    x, u
> O=C(N1CCOCCOc2ccccc2OCCOCC1)C(F)(F)F
    17, 16%
> CCN1CCC(NC(=O)Nc2ccccc2C(=O)OC)CC1
    x, u
> Cc1ccc(S(=O)(=O)N2CCCC(CCC(=O)NCc3ccccc3F)C2)s1 (stereo not given)
    x, u
> O=C(Nc1cccc(C(F)(F)F)c1)c1ccccc1NC(=O)C1CCCCC1
    x, u
> O=C1CSC(c2cccnc2)N1c1ccc(Cl)cc1 (stereo not given)
    -17, -4%
> CCN(CC)c1ccc(NS(=O)(=O)c2ccc(OC)cc2)cc1
    x, u
> CCCn1c(SCC(=O)Nc2c(C)cccc2CC)nnc1C(C)C
    x, u
> COc1ccc2cc(/C=N/O)c(Cl)nc2c1
    x, i
> COc1ccccc1NS(=O)(=O)c1ccc(Cl)c(NC(=O)c2sc3cc(Cl)ccc3c2Cl)c1
    9, 0%
> Cc1cc(NC(=O)COC(=O)c2ccc([N+](=O)[O-])cc2Cl)no1
    x, u
> CCOc1cc(C(=O)Nc2ccccc2F)cc(Br)c1OCC
    x, u
> O=C(N/N=C/c1ccco1)c1cc(-c2ccccc2)nc2ccccc12
    -7.3*, 29µM*
> CCc1nnc(NC(=O)CSc2nc3c(c(=O)n2CC)SC(C)C3)s1 (stereo not given)
    x, u
> COc1ccc(Nc2nnc(-c3ccc(C(=O)NCCO)cc3)c3ccccc23)cc1
    x, u
> Cc1ccc(C(=O)OCc2nc3ccsc3c(=O)[nH]2)o1
    x, u
> O=C(Nc1nc2cc3c(cc2s1)OCCO3)c1cccc(N2C(=O)CCC2=O)c1
    4, -4%
> COC1=C/C(=C/c2c(N)n3nc(-c4ccc(C)cc4)sc3nc2=O)C=CC1=O
    -21, -5%

Retrieved one by one from the entries so far (7):
Each structure is followed by: S3 lipid droplet cell count max, S3 lipid droplet
> O=C1CSC(c2cccnc2)N1c1ccc(Cl)cc1 (stereo not given)
    -17, -4%
> COc1ccccc1NS(=O)(=O)c1ccc(Cl)c(NC(=O)c2sc3cc(Cl)ccc3c2Cl)c1
    9, 0%
> CCN(CC)c1ccc(NS(=O)(=O)c2ccc(OC)cc2)cc1
    x, u
> CN(C)c1ccc(/C=C(/C(=O)c2ccc(Cl)cc2Cl)n2cncn2)cc1
    x, u
> O=C(N1CCOCCOc2ccccc2OCCOCC1)C(F)(F)F
    17, 16%
> CCOc1cc(C(=O)Nc2ccccc2F)cc(Br)c1OCC
    x, u
> Cc1ccc(C(=O)OCc2nc3ccsc3c(=O)[nH]2)o1
    x, u

Carrying on.
Each structure is followed by: S3 lipid droplet cell count max, S3 lipid droplet
> O=C(NC(=S)N(Cc1ccccc1)Cc1ccccc1)C1CCCCC1
    x, i
> Cc1ccsc1CN1CC(=O)N(c2c(C)cccc2C)C1=S
    -4, 2%
> CN(CC(=O)Nc1ccc(OC(F)(F)F)cc1)S(=O)(=O)c1cnc[nH]1
    -10, i
> CC(=O)CN1Cc2ccccc2/C1=N\C(=O)Nc1ccccc1
    -10, 19%
